Screening data deposited in PubChem BioAssay by National Center for Advancing Translational Sciences (NCATS).
4MU fluor: compounds fluorescent in 4-MU spectral region. compound autofluorescence, 340/450 nm, 4-MU equivalents; active compounds read high. max dye-equivalent concentration, M. actives 11% (n = 59,000). AID 589; in the data active means max dye-equivalent concentration above about 10 nM; inconclusive means mostly about 1.1 nM to 9.6 nM
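Intrinsic fluorescence at 340/450 nm (ex/em) was read after 15 min at room temperature in pH 8.0, 100 mM Tris. Each compound concentration expressed as 4-MU-equivalent concentration from a six-point 4-MU standard series on each plate.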
Hsp90 Hop PPI: changes Hsp90-Hop TPR2A binding signal, up or down. AlphaScreen TPR2A-His6 binding biotin-Hsp90 C-terminal peptide. Potency, µM (top dose mostly 57 µM), without a hit: top-dose activity change, negative = inhibition. actives 0.44% (n = 71,000). AID 595; active means well fitted curve in either direction with a large enough effect; inconclusive means small, poorly fitted or top-dose-only effect, or another doubt; further: potency means the concentration at half of the fitted maximal effect; on the % scale 0 is the no-effect control and ±100 the full control effect; many of its hits are not listed in these tables
HBB splicing: alters splicing of the hemoglobin beta chain. HBB splicing reporter cell assay, activation; EGFP reporter with mutant IVS2-654 intron; response scale: normalised to 500 nM splice-correcting PNA. Potency, µM (highest dose often 46.1 µM), for the others: at the highest dose activation, most hits filed as activators. actives 0.06% (n = 65,000). AID 925; further: potency means the concentration at half of the fitted maximal effect; 0% is about no effect
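Compounds were applied for 2 days to HeLa EGFP-654 cells, 500/well in Optimem with 2% FCS. The reporter's EGFP is disrupted by mis-splicing of beta-globin intron IVS2-654. Readout: summed well GFP fluorescence from 488 nm laser scanning; reference was 500 nM antisense […] 654 PNA.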
CRE Fsk mod: alters forskolin-stimulated CRE reporter signaling in CHO cells. CHO CRE-bla reporter (cAMP response element driving beta-lactamase), forskolin EC10, beta-lactamase ratio. Potency, µM (series often up to 38.2 µM), for inactives: at the highest dose activity change, negative = inhibition, usual class: activators. actives 2.5% (n = 71,000); active means well fitted activation curve with a large enough effect in the signal ratio, with a control signal flat, not every such curve was filed as active; inconclusive means small, poorly fitted or top-dose-only effect, or effect the other way, or a change in a side signal; the % refers to the signal ratio; further: potency means the concentration at half of the fitted maximal effect; % of control where 0% means no effect
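The 460nm/530nm emission ratio after CCF4 loading defined %Activity, from which AC50 values were obtained. CRE-bla CHO cells received compound dilution series together with an EC10 level of NKH 477 for 3 hours at 37 degrees Celsius.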
Fluorescein autfl: fluorescein region autofluorescence; Compound autofluorescence, 480/540 nm, fluorescein-equivalent; active compounds read high; AID 593; max fluorescein-equivalent concentration, M; actives 0.91% (n = 59,000); in the data active means max fluorescein-equivalent concentration above about 10 nM; inconclusive means between about 1.1 nM and that limit
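Library compounds, added at multiple concentrations to pH 8.0 Tris buffer (100 mM), incubate 15 min at room temperature before CCD imaging at 480 nm excitation and 540 nm emission.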
A350 fluor: compound fluoresces in the Alexa 350 spectral region; AID 590; max dye-equivalent concentration, M; actives 11% (n = 59,000); Compound autofluorescence, 340/450 nm, Alexa 350 dye-equivalents; active compounds read high; in the data active means max dye-equivalent concentration above about 10 nM; inconclusive means mostly about 1.1 nM to 9.6 nM
ERK AVP inh: inhibitors of vasopressin-stimulated ERK signaling pathway; actives 0.99% (n = 72,000); HEK293-V1b, vasopressin-stimulated pERK AlphaScreen; Potency, µM (titrated, usually from 57.5 µM), inactives show at the top dose activity, negative = inhibition, hits mostly inhibitors; AID 995; further: potency means the concentration at half of the fitted maximal effect; on the % scale 0 is the no-effect control and ±100 the full control effect; nearly all actives have a fitted effect of over 55% in size
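qHTS, compounds titrated on V1b-expressing HEK293 cells. Preincubation 30 min at 37C, vasopressin 25 nM for 5 min, lysis 10 min, bead incubation 5 hr at room temperature.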
TexasRed autofl: compounds fluorescent in Texas Red spectral region. Compound fluorescence, Texas Red channel, 547/618 nm; active compounds read high. max dye-equivalent concentration, M. actives 0.06% (n = 59,000). AID 587; in the data active means max dye-equivalent concentration above about 10 nM; inconclusive means between about 1.1 nM and that limit
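Pin-transferred compounds and Texas Red standards go into 100 mM Tris buffer, pH 8.0. After 15 min at room temperature, plates are imaged with 547/618 nm filters. Each value is a dye-equivalent concentration derived from the per-plate dye curve.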
FLuc inh: inhibitors of firefly luciferase. P08659. purified firefly luciferase, luminescence, 8 min. Potency, µM (doses to about 57.1 µM), for the others: at the top dose activity change, negative = inhibition, most hits filed as inhibitors. actives 2.2% (n = 72,000). AID 411; further: potency means the concentration at half of the fitted maximal effect; on the % scale 0 is the no-effect control and ±100 the full control effect; nearly all actives have a fitted effect of over 40% in size
Target sequence (P08659 whole entry, looked up): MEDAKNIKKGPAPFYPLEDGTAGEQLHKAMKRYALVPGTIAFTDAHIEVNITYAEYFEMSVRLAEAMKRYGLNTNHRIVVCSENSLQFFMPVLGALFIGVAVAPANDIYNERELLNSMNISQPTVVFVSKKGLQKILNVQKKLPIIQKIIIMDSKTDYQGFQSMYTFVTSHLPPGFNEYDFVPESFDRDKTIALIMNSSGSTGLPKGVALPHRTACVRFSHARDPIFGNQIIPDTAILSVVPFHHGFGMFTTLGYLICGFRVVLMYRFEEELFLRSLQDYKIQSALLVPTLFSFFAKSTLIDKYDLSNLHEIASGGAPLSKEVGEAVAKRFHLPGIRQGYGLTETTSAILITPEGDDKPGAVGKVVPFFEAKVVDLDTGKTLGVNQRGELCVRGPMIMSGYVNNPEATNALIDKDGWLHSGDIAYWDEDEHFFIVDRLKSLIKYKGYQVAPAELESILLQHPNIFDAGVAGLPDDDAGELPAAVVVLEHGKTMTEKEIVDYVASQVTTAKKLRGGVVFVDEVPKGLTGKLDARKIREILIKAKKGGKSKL
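Luminescence read-out after 8 min at room temperature; enzyme reaction used luciferin plus 10 uM ATP (linear range) in imidazole buffer pH 7.2 with KCl, MgCl2, Tween 20 and BSA. Each sample was run as a titration.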
Epigenetic mod: epigenetic modulators derepressing GFP locus in mouse cells; mouse C127i GFP locus derepression, cytometry, 30 h; Potency, µM (top dose mostly 46.1 µM), for the others: at the highest dose GFP derepression (activation); actives 0.09% (n = 68,000); AID 597; further: % of control where 0% means no effect
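Locus derepression in mouse mammary C127i cells whose integrated CMV-GFP reporter is normally silent; GFP expression after 30 h compound treatment was quantified by counting fluorescent cells.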
UbGFP stabilizer: ubiquitin-GFP accumulation via proteasome inhibition; Ubiquitin-GFP reporter cells, proteasome inhibition, GFP fluorescence; response scale: untreated = 0%, 10 µM MG-132 = 100%; Potency, µM (titrated, usually from 45.9 µM), inactives show at the highest dose activation (GFP accumulation), most hits filed as activators; 67,000 tested, under 10 active; AID 526; active means well fitted activation curve with a large enough effect, not every such curve was filed as active; inconclusive means small, poorly fitted or top-dose-only effect, or another doubt; inactive means no such curve, though single readings can be large or run the other way; further: potency means the concentration at half of the fitted maximal effect
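Proteasome block read as GFP accumulation: ubiquitin(G76V)-GFP U2OS cells exposed to compound (2.9 nM–46 uM) for 4 hr at 37 C. Normalization used untreated cells as 0% and 10 uM MG-132 as 100%; concentration-response curves fitted.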
Numbers without * were called inactive; [ ] = remark or other dose. Unless noted, the call rests on the fitted dose curve; in most records, active means well fitted curve in the direction sought with a large enough effect; inconclusive means small, poorly fitted or top-dose-only effect, or another doubt; inactive means no such curve, though single readings can be large; an effect the other way counts as inactive or inconclusive. The list is partial. The share of hits here may be higher or lower than overall.

For Cc1cc2ccccn2c1C(=O)c1ccncc1 the results were 4MU fluor inactive, Hsp90 Hop PPI -6.4%, HBB splicing -1.4%, CRE Fsk mod inconclusive, Fluorescein autfl inconclusive, A350 fluor inactive, ERK AVP inh -22.0%, TexasRed autofl inactive, FLuc inh 1.3%, Epigenetic mod -1.1% and UbGFP stabilizer -1.4%.
`COC(=O)CN(c1nc(C)c(Br)c(OC)n1)S(=O)(=O)c1ccc(C)cc1` gave 4MU fluor inactive, Fluorescein autfl inconclusive, A350 fluor inactive, TexasRed autofl inactive, FLuc inh 0.9%[25.5 µM] and Epigenetic mod -2.6%[20.6 µM].
Screening Cn1c(=O)c2c(nc(CN3CCN(C(=O)c4ccco4)CC3)n2CCc2ccccc2)n(C)c1=O returned 4MU fluor inactive, Hsp90 Hop PPI -4.9%, HBB splicing 6.9%[0.369 µM], CRE Fsk mod 21.3%, Fluorescein autfl inconclusive, A350 fluor inactive, ERK AVP inh -6.8%, TexasRed autofl inactive, FLuc inh -0.5% and Epigenetic mod 0.0%.
`COC(=O)c1ccccc1NC(=O)c1sc(=S)n(C)c1N` gave 4MU fluor inactive, Hsp90 Hop PPI -8.3%, HBB splicing 0.4%[57.5 µM], CRE Fsk mod inconclusive, Fluorescein autfl inactive, A350 fluor inactive, ERK AVP inh -14.3%, TexasRed autofl inactive, FLuc inh -0.8%, Epigenetic mod 2.1% and UbGFP stabilizer 4.1%.
For Cc1ccccc1N1OC2C(=O)N(c3ccc(F)cc3)C(=O)C2C1c1ccccn1 (stereo unspecified) the results were 4MU fluor inactive, Hsp90 Hop PPI -2.4%, HBB splicing 0.2%[57.5 µM], CRE Fsk mod inconclusive, Fluorescein autfl inconclusive, A350 fluor inactive, ERK AVP inh 21.9%, TexasRed autofl inconclusive, FLuc inh -1.4%, Epigenetic mod 0.0% and UbGFP stabilizer -2.9%.
CCc1nnc(SCC(=O)NC2CCCCC2)nc1CC was read as 4MU fluor inactive, Hsp90 Hop PPI -2.5%, HBB splicing -4.5%, CRE Fsk mod inconclusive, Fluorescein autfl inactive, A350 fluor inactive, ERK AVP inh 26.8%, TexasRed autofl inactive, FLuc inh 0.3%, Epigenetic mod 2.8% and UbGFP stabilizer -6.1%.
Screening COC(=O)Nc1nnc(CCc2ccccc2)s1 returned 4MU fluor inactive, Hsp90 Hop PPI -0.5%, HBB splicing -0.2%[0.369 µM], CRE Fsk mod -5.9%, Fluorescein autfl inconclusive, A350 fluor inconclusive, ERK AVP inh -19.8%, TexasRed autofl inactive, FLuc inh 3.0%, Epigenetic mod 0.0% and UbGFP stabilizer -10.1%.
Screening Cc1ccc(C)c(N2CCN(C(=O)CN(C)S(=O)(=O)c3cnc[nH]3)CC2)c1 returned 4MU fluor inactive, Hsp90 Hop PPI 7.4%, HBB splicing -1.0%, CRE Fsk mod inconclusive, Fluorescein autfl inactive, A350 fluor inactive, ERK AVP inh 3.9%, TexasRed autofl inactive, FLuc inh 0.4%, Epigenetic mod -1.2% and UbGFP stabilizer 0.0%.
Screening Cc1cc(C)c(C(N)=O)c(NCCc2ccccc2)n1 returned 4MU fluor inactive, Hsp90 Hop PPI -3.9%, HBB splicing -1.4%, CRE Fsk mod -5.0%, Fluorescein autfl inactive, A350 fluor inactive, ERK AVP inh -12.0%, TexasRed autofl inactive, FLuc inh 3.6%, Epigenetic mod 5.7% and UbGFP stabilizer -0.4%.
`CCCCCCn1c(N2CCC(C(N)=O)CC2)nc2c1c(=O)n(C)c(=O)n2C` gave 4MU fluor inactive, Hsp90 Hop PPI -5.2%, HBB splicing -0.5%, CRE Fsk mod inconclusive, Fluorescein autfl inconclusive, A350 fluor inactive, ERK AVP inh -6.5%, TexasRed autofl inactive, FLuc inh 1.4%, Epigenetic mod -1.2% and UbGFP stabilizer 0.9%.
Cc1ccc(N(CC(=O)NC2CCCC2)C(=O)CCCC(=O)Nc2ccccn2)cc1C was read as 4MU fluor inactive, Hsp90 Hop PPI -0.6%, CRE Fsk mod 1.0%, Fluorescein autfl inactive, A350 fluor inactive, ERK AVP inh -6.4%, TexasRed autofl inactive, FLuc inh 3.7%, Epigenetic mod -1.9% and UbGFP stabilizer 4.5%.
Screening CCOc1cc(C2C(C(=O)OCC(C)C)=C(C)N=C3SCCC(=O)N32)ccc1OC(C)=O (stereo unspecified) returned 4MU fluor inactive, Hsp90 Hop PPI -2.2%, HBB splicing -2.3%, CRE Fsk mod -4.1%, Fluorescein autfl inactive, A350 fluor inactive, ERK AVP inh -5.3%, TexasRed autofl inconclusive, FLuc inh -0.2%, Epigenetic mod 0.0% and UbGFP stabilizer -4.4%.
`CCOc1ccc(CCNC(=O)c2nnc(Cc3ccc(F)cc3)o2)cc1OCC` gave Hsp90 Hop PPI -3.9%, HBB splicing -0.9%, CRE Fsk mod -10.4%, ERK AVP inh -5.3%, FLuc inh 1.9%, Epigenetic mod 0.0% and UbGFP stabilizer -12.7%.
`CCOC(=O)c1[nH]c2ccccc2c1NC(=O)CCN1CCN(C(=O)OCC)CC1` gave 4MU fluor inactive, Fluorescein autfl inactive, A350 fluor inactive, TexasRed autofl inactive, FLuc inh 5.0%[25.5 µM] and Epigenetic mod 0.0%[20.6 µM].
For COc1ccc(-c2oc3cc(OC)c(OC(C)=O)c(OC)c3c(=O)c2OC)cc1OC(C)=O the results were 4MU fluor inconclusive, Hsp90 Hop PPI -4.3%, CRE Fsk mod inconclusive, Fluorescein autfl inconclusive, A350 fluor inconclusive, ERK AVP inh inconclusive, TexasRed autofl inactive, FLuc inh -1.1%[11.4 µM], Epigenetic mod 3.0%[9.22 µM] and UbGFP stabilizer -2.6%.
COc1ccc(C2CC(c3cccc(Cl)c3)n3nc(N)nc3N2)cc1 (stereo unspecified) was read as Hsp90 Hop PPI -0.5%[2.3 µM], HBB splicing -0.4%, CRE Fsk mod -10.0%, ERK AVP inh inconclusive, FLuc inh 0.0% and UbGFP stabilizer 8.6%.
`COC(=O)c1ccc(-n2c(C)cc(/C=N/n3cnnc3)c2C)cc1` gave Hsp90 Hop PPI -8.4%, HBB splicing -0.2%[9.22 µM], CRE Fsk mod 9.1%, ERK AVP inh -7.6%, FLuc inh 1.4%, Epigenetic mod -2.2% and UbGFP stabilizer 1.3%.
Screening O=C1CSC2=NCN(c3ccc4c(c3)OCO4)CN12 returned Hsp90 Hop PPI -12.5%[11 µM], HBB splicing -2.1%[0.0738 µM], CRE Fsk mod inconclusive, ERK AVP inh -11.5%, FLuc inh -5.0%, Epigenetic mod 1.5% and UbGFP stabilizer 9.1%[9.17 µM].
`COc1cc(S(=O)(=O)N2CCOCC2)ccc1F` gave 4MU fluor inactive, Hsp90 Hop PPI -4.6%, CRE Fsk mod 3.7%, Fluorescein autfl inactive, A350 fluor inactive, ERK AVP inh -10.6%, TexasRed autofl inactive, FLuc inh 1.0%, Epigenetic mod -1.9% and UbGFP stabilizer 2.2%.
For CCN(CCO)Cc1cc(=O)oc2c(C)c(C)ccc12 the results were 4MU fluor inactive, Hsp90 Hop PPI -2.8%, HBB splicing 5.6%, CRE Fsk mod -12.7%, Fluorescein autfl inconclusive, A350 fluor inconclusive, ERK AVP inh 5.2%, TexasRed autofl inactive, FLuc inh -0.3%, Epigenetic mod 5.1% and UbGFP stabilizer 9.0%.
For COc1cc(CN2CCN(CCOCCO)CC2)cc(OC)c1OC the results were Hsp90 Hop PPI -0.5%, HBB splicing -0.5%[9.22 µM], CRE Fsk mod 2.0%, ERK AVP inh -12.9%, FLuc inh 2.4%, Epigenetic mod 0.0% and UbGFP stabilizer 16.2%.
Screening Cc1cc(=O)[nH]c2c(C)c(Cl)ccc12 returned 4MU fluor inactive, Hsp90 Hop PPI -4.0%, HBB splicing 0.6%, CRE Fsk mod 7.1%, Fluorescein autfl inconclusive, A350 fluor inactive, ERK AVP inh -0.3%, TexasRed autofl inconclusive, FLuc inh 0.6%, Epigenetic mod -2.0% and UbGFP stabilizer -0.5%.
For CCCN(CCC)C(=O)CSc1nc2ccccc2c(=O)n1C1CCCC1 the results were 4MU fluor inactive, Hsp90 Hop PPI 8.5%, HBB splicing 0.3%, CRE Fsk mod 2.3%, Fluorescein autfl inactive, A350 fluor inactive, ERK AVP inh 20.7%, TexasRed autofl inconclusive, FLuc inh 2.0%, Epigenetic mod -2.6% and UbGFP stabilizer 11.0%.
COc1ccc(OCc2nn3c(-c4cccc(OC)c4)nnc3s2)cc1 was read as 4MU fluor inactive, Hsp90 Hop PPI -4.1%, HBB splicing 2.4%[0.369 µM], CRE Fsk mod 2.3%, Fluorescein autfl inconclusive, A350 fluor inactive, ERK AVP inh inconclusive, TexasRed autofl inactive, FLuc inh 0.8%, Epigenetic mod 2.2% and UbGFP stabilizer 0.9%.
